Bioassay records (PubChem)
TGFb SMAD3 inh: qHTS for Inhibitors of TGF-b; HepG2 CAGA-GFP TGF-b/SMAD3 reporter, GFP fluorescence, 18 h; TGF-beta stimulated, 500 pg/mL final; Potency, µM (highest dose often 46.1 µM), inactives show top-dose activity, negative = inhibition, most hits filed as inhibitors; actives 1.2% (n = 410,000); AID 588855, 2011; further: potency means the concentration at half of the fitted maximal effect; on the % scale 0 is the no-effect control and ±100 the full control effect; nearly all actives have a fitted effect of over 65% in size
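GFP signal (ex488/em500-530) from TGF-beta-stimulated HEPG2 CAGA-GFP cells, 500 pg/mL final, 18 h at 37 degrees C in DMEM plus 1% FBS, normalized to unstimulated and DMSO-stimulated controls.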
Nrf2 activator: qHTS of Nrf2 Activators; AREc32 ARE-luciferase reporter (MCF7-derived line), luminescence, 24 h; Potency, µM (series often up to 46.1 µM), without a hit: at the highest dose activation, usual class: activators; actives 0.31% (n = 410,000); further: potency means the concentration at half of the fitted maximal effect; % of control where 0% means no effect; nearly all actives have a fitted effect of over 65% in size
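Cells of the AREc32 ARE-luciferase line are plated in OPTI-MEM containing 5% FBS and left overnight at 37 deg C. Compounds are pinned in, incubation continues 24 hr, and firefly luciferase signal is then measured.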
A549 tox: Nrf2 qHTS screen for inhibitors: counterscreen for cytotoxicity | actives 0.16% (n = 390,000) | AID 504648, 2011 | Potency, µM (doses to about 46 µM), without a hit: top-dose activity change, negative = cytotoxicity, usual class: inhibitors | A549 ARE-Fluc cells, CellTiter-Fluor viability, 18-24 h; further: potency means the concentration at half of the fitted maximal effect; on the % scale 0 is the no-effect control and ±100 the full control effect
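A549 ARE_Fluc cells in 5% FBS OPTI-MEM were exposed to compounds in concentration-response for 18-24 h at 37 deg C. Viability was read by CellTiter-Fluor fluorescence (Ex 405/Em 525) after 30 min, before the luciferase read.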
HepG2 viability: qHTS for Inhibitors of TGF-b: Cytotox Counterscreen. actives 0.76% (n = 410,000). Potency, µM (highest dose often 46.1 µM), inactives show top-dose activity change, negative = cytotoxicity, most hits filed as cytotoxic. AID 588856, 2011. HepG2 CAGA-GFP viability, ATP luminescence, 18 h; further: potency means the concentration at half of the fitted maximal effect; some results filed as inactive show a strong effect at the top dose
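HepG2 CAGA-GFP cells (1000/well, DMEM with 1% FBS) received compound, then TGF-beta at 500 pg/mL final, and were incubated 18 hours at 37 degrees C. Viability was read by CellTiter-Glo luminescence. Media-only wells were set as complete cell-killing and DMSO as no toxicity.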
MmCpn inh: Inhibitors of TCP-1 ring complex (TRiC) of Methanococcus maripaludis (MmCpn): qHTS | purified Mm-Cpn ATPase, ADP Transcreener TR-FRET | Potency, µM (doses to about 76.9 µM), for inactives: at the highest dose activity, negative = inhibition, most hits filed as inhibitors | actives 0.031% (n = 330,000) | AID 504842, 2011; further: potency means the concentration at half of the fitted maximal effect; on the % scale 0 is the no-effect control and ±100 the full control effect; nearly all actives have a fitted effect of over 80% in size
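ATPase turnover read by TR-FRET ADP competition (Eu cryptate antibody/ADP-d2, 665/590 nm): 10uM ATP final, 25nM Mm-CPN final, 30 min 37degC after 10-min compound preincubation, pH 7.4 Tris/KCl/MgCl2/DTT buffer.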
Abeta rescue: qHTS for compounds that reverse cellular toxicity of Amyloid beta (A-beta) peptide in yeast: Primary Screen | yeast expressing A-beta42, growth rescue, OD600, 48 h; response scale: 0% DMSO, 100% iron-clioquinol control | Potency, µM (series often up to 46.1 µM), for the others: top-dose growth rescue, hits mostly activators | actives 0.063% (n = 410,000) | AID 1347071, 2019; further: potency means the concentration at half of the fitted maximal effect; nearly all actives have a fitted effect of over 55% in size
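Yeast growth medium received pinned compounds, then yeast cells expressing toxic A-beta were added; plates incubated at 30 C for 48 hr. Growth read as absorbance at 600 nm, normalized to DMSO and equimolar FeCl3 plus clioquinol controls.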
CCT modulator: High-Throughput Screening for Modulators of Cytosolic Chaperonin Activity | purified chaperonin ATPase assay, HTRF ADP detection, 30 min | activity change, % (concentration not given with the values), hits read low | actives 0.3% (n = 360,000) | AID 651819, 2012; in the data active means activity change below about -30%; further: on the % scale 0 is the no-effect control and ±100 the full control effect
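ATPase activity: ADP formed was measured by HTRF Transcreener (665/615 nm ratio) after 30 min at 37 deg C with 10 uM ATP. Compounds screened at one 76 uM concentration against 40 or 20 nM TRiC in Tris pH 7.4/KCl/MgCl2/DTT buffer.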
pAkt inh: HTS Assay for Inhibitors of Akt Phophorylation: Primary Screen; Neuro2A IGF-stimulated pAkt S473 HTRF, 20 min; active compounds read low; actives 0.32% (n = 360,000); AID 651550, 2012; activity change, % for hits at 50 µM; in the data active means activity change below about -80%; inconclusive means mostly about -51% to -80%; further: on the % scale 0 is the no-effect control and ±100 the full control effect
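Single-point screen (50 µM final compound) in Neuro2A cells stimulated 20 min with 6 nM IGF at 37 deg C. After lysis, Ser473-phosphorylated Akt read by HTRF (ex 330 nm, em 615/665 nm) as the 665/615 ratio.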
Nrf2 inh: Nrf2 qHTS screen for inhibitors; Potency, µM (titrated, usually from 46 µM), without a hit: at the highest dose activity change, negative = inhibition, most hits filed as inhibitors; actives 2.1% (n = 360,000); A549 ARE-Fluc reporter, luciferase luminescence, 18-24 h; AID 504444, 2011; further: potency means the concentration at half of the fitted maximal effect; on the % scale 0 is the no-effect control and ±100 the full control effect; nearly all actives have a fitted effect of over 60% in size
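A549 ARE_Fluc cells, 5000/well, 5% FBS OPTI-MEM; compounds in dose-response, 18-24 h at 37 °C/5% CO2; CellTiter-Fluor viability read (Ex 405/Em 525), then BugLite luciferase luminescence = Nrf2 activity.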
Active calls of the source: *; i = inactive; ? = inconclusive; / = not tested or not shown; & = joins results of further samples; [ ] = dose if it differs, or a comment. Unless noted, the call rests on the fitted dose curve; in most records, active means well fitted curve in the direction sought with a large enough effect; inconclusive means small, poorly fitted or top-dose-only effect, or another doubt; inactive means no such curve, though single readings can be large; an effect the other way counts as inactive or inconclusive.

Screens in order: TGFb SMAD3 inh | Nrf2 activator | A549 tox | HepG2 viability | MmCpn inh | Abeta rescue | CCT modulator | pAkt inh | Nrf2 inh
> COc1ccc(NC(=O)CN(c2ccccc2OC)S(=O)(=O)c2cccs2)cc1Cl
→ -1% | 1.5% | 5% | 7% | -2% | -5% | -2.6 | i | ?
> Cc1csc(CNc2ncnc3ccc(-c4cccnc4)cc23)c1
→ 1% | 0.9% | 2% | -13% | 1%&1% | -3% | / | / | -13%
> Cc1ccc(NC(=O)c2cc([N+](=O)[O-])ccc2N2CCCC2)cc1
→ -10% | -0.1% | -11% | -12% | 1% | 9% | -3.8 | i | -5%
> O=C(O)CSc1nc2sc3c(c2c(=O)n1-c1ccccc1)CCC3
→ -10% | 0.6% | -11% | -17% | -1% | -18% | -0.9 | i | 2%
> CCOC(=O)CCC(NC(=O)CCC(=O)NC(CCC(=O)OCC)C(=O)OCC)C(=O)OCC (stereo not given)
→ -23% | 0.3% | -1% | -17% | 1% | 16% | 0.4 | i | -8%
> Cn1c(CN2CCOCC2)nc2cc(NC(=O)c3ccccc3Cl)ccc21
→ -10% | -0.9% | -1% | -28% | 1% | -11% | -0.1 | i | -10%
> CCN(CC(=O)Nc1ccc(NC(C)=O)cc1)C(=O)c1ccccc1SCC(=O)N1CCCC1
→ 1% | 0.1% | 0% | 1% | -1% | -18% | -0.3 | i | 2%
> O=C(/C(=C/c1ccccc1)n1cncn1)c1ccc(Cl)cc1Cl
→ ? | -0.5% | -3% | -18% | 1% | -16% | 1.8 | i | 16%
> Cc1nc2ccc(NC(=O)CSc3ccccc3)cc2s1
→ -4% | 3.7% | 7% | -20% | 1% | ? | -4.2 | i | ?
> COc1ccc(C/C(O)=C(\C#N)c2nc3ccccc3[nH]2)cc1OC
→ -23% | 4.0% | -12% | -40% | -2% | ? | -6.3 | i | -14%
> Cc1ccc(C(C(=O)NC2CCCC2)N(C(=O)CNC(=O)c2cccs2)c2cccnc2)o1 (stereo not given)
→ 4% | -0.6% | 1% | 2% | -1% | 9% | -0.5 | i | 3%
> O=C(CN1C(=O)CSc2ccc(S(=O)(=O)N3CCCCCC3)cc21)NCCc1ccccc1
→ -1% | 2.7% | -18% | -2% | / | 3% | -3.7 | i | -7%
> COC(=O)c1cccc2nc3c(C(C)O)cccc3nc12 (stereo not given)
→ 17% | 0.4% | 2% | -7% | -2% | -24% | -2.3 | i | ?
> CCN1C(=O)/C(=C/c2ccc(N3CCCC3)cc2)NC1=S
→ 143%[activator] | 6.3% | -1% | -24% | -5% | -17% | 1.6 | i | -16%
> CC(=O)N1CCC(C(=O)Nc2ccc(S(=O)(=O)N3CCCC(C)C3)cc2)CC1 (stereo not given)
→ -17% | -0.2% | 16% | -22% | 2% | -5% | -1.1 | i | -12%
> CCOC(=O)c1c(C)sc2c1N(C(=O)CN(CC)CC)c1ccccc1S2
→ -7% | -0.6% | -8% | -36% | 3% | 11% | -1.1 | i | 4%
> Cc1ccc(-n2ccc(=O)c(C(=O)Nc3ccc(S(=O)(=O)Nc4onc(C)c4C)cc3)n2)cc1
→ 1% | -1.8% | 0% | -10% | 1% | -3% | 0.8 | i | -7%
> COc1cc(OC)cc(C(=O)NCC(=O)NC(C)c2ccccc2)c1 (stereo not given)
→ 5% | -0.4% | 5% | -8% | -2% | 6% | -3.3 | i | -7%
> Cc1cc2ncn(C(=O)N3CCCC3)c2cc1C
→ -20% | 4.1% | -3% | 1% | -1% | 1% | -0.4 | i | 2%
> COc1ccc(Br)cc1CN(C)C(=O)c1ccccc1SCC(=O)N1CCCC1
→ -25% | 0.4% | 2% | -27% | / | -3% | 1.6 | i | -1%
> COc1cccc(Nc2ccc([N+](=O)[O-])c3nonc23)c1
→ -23% | 6.9%[9.22 µM] | 18µM* | 1% | 3% | 4% | 0.2 | i | ?
> O=C(CSc1nnc(Cc2ccccc2)o1)NCc1ccco1
→ -1% | -0.3% | -8% | 2% | 0% | 16% | -0.8 | i | -2%
> CC(C)(C)Cc1nnc(NS(=O)(=O)c2ccccc2)s1
→ -3% | -0.8% | -1% | -8% | 0% | 4% | -3.3 | i | -8%
> CC(=O)Nc1ccc(-c2csc(NCc3ccccc3)n2)cc1
→ 2% | 3.2% | -8% | 1% | -8% | 0% | 0.0 | i | ?
> CN(Cc1cn(-c2ccccc2)nc1-c1ccc(F)cc1)C(=O)CCC(=O)O
→ ? | 1.9% | -6% | 2% | 1% | -10% | -1.2 | i | -24%
> CCOc1ccccc1NC(=O)c1c(Br)cnn1C
→ 23% | ? | 1% | 14% | 1% | -3% | -0.2 | i | -6%
> Cc1cc(C)n(C(=O)CN2C(=O)COc3ccccc32)n1
→ -19% | -0.9% | 0% | 0% | 0% | 18% | -1.7 | i | ?
> O=C(COC(=O)CCc1nc2ccccc2c(=O)[nH]1)Nc1ccccc1OC(F)F
→ -4% | 0.2% | 6% | -4% | -1% | 4% | 1.2 | i | 16%
> O=C(Nc1ccc(-c2cn3ccsc3n2)cc1)C1CCCC1
→ 0% | -0.2% | -10% | -60% | -9% | -9% | -1.2 | i | 7%
> Cc1ccc2c(C(=O)CN3CCCCC3)c(C)[nH]c2c1
→ 0% | 0.0% | -4% | -8% | 1% | 13% | -2.0 | i | 0%
> CC1CCN(S(=O)(=O)c2cccc(C(=O)N(Cc3ccccc3)c3ccccn3)c2)CC1
→ -18% | -0.3% | 2% | -11% | -1% | 19% | 0.6 | i | 8%
> O=C(O)CC1c2ccccc2S(=O)(=O)N1Cc1ccccc1 (stereo not given)
→ -6% | 0.0% | 4% | -2% | 1% | 5% | -1.3 | i | 20%
> CSCCC(NC(=O)COc1ccccc1)C(=O)N1CCC(C(N)=O)CC1 (stereo not given)
→ -1% | -0.2% | 4% | -1% | 1% | 22% | -0.8 | i | -10%
> Cc1nn2c(N3CCN(C4CCCC4)CC3)cc(C(C)(C)C)nc2c1-c1ccccc1
→ -1% | 0.3% | 3% | -6% | 0% | -18% | 1.7 | i | 3%
> O=C(CCS(=O)(=O)c1cccc2nonc12)NCCc1ccccc1Cl
→ 0% | -0.1% | -7% | 1% | -5% | 8% | -0.9 | i | 7%
> CN(C(=O)COc1ccc(Br)cc1Cl)C1CCCCC1
→ 18% | 2.1% | 1% | -2% | -2% | 5% | -0.2 | i | ?
> CSc1nc(N2CCN(Cc3ccc4c(c3)OCO4)CC2)c2ccccc2n1
→ ? | 6.6% | 6% | -26% | 1% | 1% | -1.0 | i | ?
> O=[N+]([O-])c1ccc(NN=CCCc2ccccc2)nc1
→ 29% | 10% | -6% | -2% | / | 5% | 0.4 | i | 6%
> Cc1cccc(CC2S/C(=N/N=C/c3ccco3)N(c3ccccc3)C2=O)c1 (stereo not given)
→ -15% | 2.3% | 5% | -28% | 0% | 4% | 1.7 | i | 6%
> Cc1ccc(NS(=O)(=O)c2ccc3[nH]c4c(c3c2)CCCCCC4)cc1
→ ? | -2.6% | ? | -104% | / | 18% | / | / | /

5 entries out of the list above, ordered by the number in MmCpn inh, largest number first:
molecule,MmCpn inh
CSc1nc(N2CCN(Cc3ccc4c(c3)OCO4)CC2)c2ccccc2n1,1%
Cc1nn2c(N3CCN(C4CCCC4)CC3)cc(C(C)(C)C)nc2c1-c1ccccc1,0%
CC1CCN(S(=O)(=O)c2cccc(C(=O)N(Cc3ccccc3)c3ccccn3)c2)CC1,-1%
CN(C(=O)COc1ccc(Br)cc1Cl)C1CCCCC1,-2%
O=C(CCS(=O)(=O)c1cccc2nonc12)NCCc1ccccc1Cl,-5%

Another view of two compounds above:
Structure	TGFb SMAD3 inh	Nrf2 activator	A549 tox	HepG2 viability	MmCpn inh	Abeta rescue	CCT modulator	pAkt inh	Nrf2 inh
O=C(O)CC1c2ccccc2S(=O)(=O)N1Cc1ccccc1 (stereo not given)	-6%	0.0%	4%	-2%	1%	5%	-1.3	i	20%
CN(C(=O)COc1ccc(Br)cc1Cl)C1CCCCC1	18%	2.1%	1%	-2%	-2%	5%	-0.2	i	?

The list goes on:
Screens in order: TGFb SMAD3 inh | Nrf2 activator | A549 tox | HepG2 viability | MmCpn inh | Abeta rescue | CCT modulator | pAkt inh | Nrf2 inh
> COc1ccc(S(=O)(=O)CCC(=O)NCCc2ccc(Cl)cc2)cc1
→ ? | 0.0% | 9% | 13µM* | 1% | 0% | -1.6 | i | -14%
> O=S(=O)(/N=C(/Nc1ccc(Cl)c(S(=O)(=O)Nc2ccccc2Cl)c1)c1ccc(F)cc1)c1ccccc1
→ ? | 2.3%&6.2% | -11%&-1% | 8%&-26% | -3% | 8%&-4% | -4.5&-1.3 | i | ?
> CC(NC(=O)c1ccc(C(C)(C)C)cc1)C(c1cccs1)N1CCOCC1 (stereo not given)
→ -8% | -0.8% | 2% | -25% | -1% | -7% | 0.4 | i | -13%
> CN(C(=O)COC(=O)c1cc(-c2ccc(Cl)s2)nc2ccccc12)C1CCS(=O)(=O)C1 (stereo not given)
→ -14% | 7.5% | 20% | -18% | -7% | 18% | 0.0 | i | 0%
> COc1ccc(-n2c(SCC(=O)N3CCN(c4ccccc4)CC3)nc3c(c2=O)SCC3)cc1
→ -17% | 2.2% | 8% | -20% | -8% | -1% | 0.0 | i | ?
> CCC(CC)c1nnc(NC(=O)c2ccc3c(c2)OCO3)s1
→ ? | 1.7% | -3% | -3% | -1% | 3% | 1.1 | i | ?
